Mdm2-MdmX inh: human Mdm2/MdmX binding inhibition. O15151+Q00987. SaOS-2 split-luciferase Mdm2/MdmX complementation, luminescence. inhibition, % at 8 µM. 3% of 330,000 active. AID 485346;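 active = inhibition of at least 50% at 8 µM in the primary screen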
TIM10 inh: growth inhibitors of TIM10 yeast strain; AID 463195; 1.4% of 330,000 active; inhibition, % at 10 µM; S. cerevisiae TIM10 strain growth, BacTiter-Glo luminescence, 24 h;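 active = inhibition of 40% or more at the single tested concentration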;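 also: wild-type TIM10 isogenic control strain grown at permissive 25 °C; 0% = DMSO yeast wells and 100% = minimal medium wells without yeast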
tim10-1 inh: inhibits growth of tim10-1 mutant yeast. S. cerevisiae tim10-1 ts strain growth, BacTiter-Glo, 24 h. inhibition, % at 20 µM. 2.2% of 330,000 active. AID 463190;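 active = inhibition of at least 40%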;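 also: mutant grown at 25 °C; 0% = DMSO wells with yeast and 100% = wells holding no yeast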
APJ antagonist: blocks the human apelin receptor APJ. P35414. AID 2521. inhibition, % at 20 µM. CHO-K1 APJ beta-arrestin complementation, luminescence. 0.32% of 330,000 active;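 active = inhibition above about 40% at 20 µM, limit read from the data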;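 also: cells challenged with 10 nM apelin-13 agonist together with compound; plate controls were apelin-13 plus DMSO wells for no effect and DMSO wells lacking apelin-13 for full effect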
Target sequence (P35414 whole entry, looked up): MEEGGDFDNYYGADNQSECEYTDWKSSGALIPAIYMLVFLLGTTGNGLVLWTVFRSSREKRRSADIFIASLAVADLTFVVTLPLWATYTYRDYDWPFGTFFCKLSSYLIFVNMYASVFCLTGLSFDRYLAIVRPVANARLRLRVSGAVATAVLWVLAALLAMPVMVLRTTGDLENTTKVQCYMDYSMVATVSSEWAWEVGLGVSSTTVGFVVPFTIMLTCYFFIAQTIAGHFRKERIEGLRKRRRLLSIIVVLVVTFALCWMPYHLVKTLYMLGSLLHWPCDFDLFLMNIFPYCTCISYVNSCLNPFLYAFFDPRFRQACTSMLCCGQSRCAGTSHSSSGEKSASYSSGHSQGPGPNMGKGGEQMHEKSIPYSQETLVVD
UPR CHOP act: apoptotic UPR (CHOP) activation. activation, % at 10 µM. CHO-CHOP luciferase reporter, luminescence; percent of tunicamycin response over DMSO baseline. 0.34% of 330,000 active. AID 449763;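 active = at 10 µM dose, activation of 40% or more, normalized to positive control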;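 also: 100% = tunicamycin at 10 µg/mL and 0% = DMSO alone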
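Dosing – one dose, 10 µM in 0.5% DMSO · System – CHO-CHOP cells, stable luciferase reporter of PERK-eIF2a-CHOP signalling · Input – 500 cells/well · Control set – tunicamycin 10 µg/mL final as positive, DMSO-only wells as negative · Timing – 6 h compound treatment, 37 °C · Measure – % activation vs tunicamycin · Technique – luminescence read with Steady-Glo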
tim23-1 inh: inhibits growth of tim23-1 mutant yeast | S. cerevisiae tim23-1 growth, BacTiter-Glo luminescence, 24 h | inhibition, % at 20 µM | 1.3% of 330,000 active;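 active = growth inhibition of the mutant yeast at or above 50%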;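 also: temperature-sensitive mutant grown at 25 °C; plate controls were DMSO-treated mutant yeast for no effect and medium wells lacking yeast for full effect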
XBP1 UPR activ: activators of adaptive arm of unfolded protein response (XBP1); activation, % at 20 µM; CHO-XBP1 luciferase reporter, IRE1-XBP1 UPR activation, luminescence; percent of tunicamycin response, DMSO as zero; AID 463104; 0.33% of 330,000 active;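 active = versus positive control, 20 µM dose yields 30% or more activation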;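 also: 100% = tunicamycin at 10 µg/mL and 0% = DMSO only wells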
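Material: CHO-XBP1 cells stably carrying IRE1-XBP1-driven luciferase reporter | Medium: F12 with 10% serum | Compound dosing: 20 µM single concentration, DMSO 1% | Incubation: Overnight seeding at 37 °C, 6 h compound treatment at 37 °C | Detection: Steady-Glo luminescence read | Read-out basis: % activation of reporter signal versus tunicamycin and DMSO controls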
CXCR6 inh: CXCR6 (human) receptor inhibition | O00574 | CHO-K1 PathHunter CXCR6 beta-arrestin, luminescence | inhibition, % at 20 µM | 0.36% of 360,000 active; in the data active = inhibition above about 34%, passing the limit was not always enough;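 also: antagonist mode with CXCL16 agonist at 10 nM final; 0% = 10 nM CXCL16 with DMSO and 100% = unstimulated wells without agonist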
Target sequence (O00574 whole entry, looked up): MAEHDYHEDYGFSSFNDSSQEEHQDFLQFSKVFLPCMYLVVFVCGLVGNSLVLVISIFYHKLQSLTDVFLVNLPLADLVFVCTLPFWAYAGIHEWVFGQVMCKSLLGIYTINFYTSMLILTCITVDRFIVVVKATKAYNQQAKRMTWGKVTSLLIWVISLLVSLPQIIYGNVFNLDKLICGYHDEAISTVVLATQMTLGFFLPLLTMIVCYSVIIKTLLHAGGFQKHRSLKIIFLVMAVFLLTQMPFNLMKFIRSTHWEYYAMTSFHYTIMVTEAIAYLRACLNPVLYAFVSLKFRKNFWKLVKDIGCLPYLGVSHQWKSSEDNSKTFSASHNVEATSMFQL
APJ agonist: activates the human apelin receptor APJ. AID 2520. activation, % at 20 µM. 0.11% of 330,000 active. CHO-K1 APJ PathHunter beta-arrestin, luminescence; 0% DMSO wells, 100% apelin. P35414;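 active = activation more than six SD over the plate average, tested at 20 µM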;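 also: 0% = DMSO alone and 100% = apelin-13 at 10 nM; some results filed as inactive read as strong as hits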
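Material: CHO-K1 APJ beta-arrestin complementation cell line; Input: cell density 1000 per well; Incubation: compound stimulation 90 min at 25 °C, detection 60 min; Signal: luminescence from split beta-galactosidase complementation, Galacton Star/Emerald II substrate; Controls: DMSO-only wells as negative, 10 nM Apelin-13 as positive control.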
* = called active by the depositor; / = not tested or not shown. Some of the compounds tested; count on the stated rates, not on these rows.

SMILES	Mdm2-MdmX inh	TIM10 inh	tim10-1 inh	APJ antagonist	UPR CHOP act	tim23-1 inh	XBP1 UPR activ	CXCR6 inh	APJ agonist
Cn1c(=O)c2c(-c3ccccc3)n(C3CCCCC3)cc2n(C)c1=O	8	13	38	5	-0.7	35	0	3	-4
NNC(=O)CSc1nnc(-c2ccccc2)n1-c1ccccc1	8	4	15	-2	0.0	18	0	-6	-1
CC(=O)c1cccc(NC(=O)C2C3C=CC(C4CC34)C2C(=O)O)c1 (stereo not given)	2	-6	4	-15	0.8	14	0	1	-1
COc1cc(C2C(C#N)=C(N)Oc3n[nH]c(-c4cccnc4)c32)cc(Br)c1O (stereo not given)	2	-6	-4	56*	0.2	24	-4	46*	-8
Cc1ccc(-n2nc(C)c3c(C)c(CCC(=O)Nc4ccc(CN5CCCC5)cc4)c(C)nc32)cc1	89*	-4	15	-4	3.5	19	10	-10	0
CN(C)CCCN(C(=O)c1ccc(S(=O)(=O)N2CCOCC2)cc1)c1nc2cc3c(cc2s1)OCO3	-22	0	9	12	0.8	-4	-4	2	1
O=C(c1ccco1)N1CCCC(c2nc(-c3ccc(S(=O)(=O)NCc4ccccc4)cc3)no2)C1 (stereo not given)	49	8	39	8	1.1	32	4	-8	4
CC12CCC(C(=O)N3CCN(Cc4ccccc4)CC3)(OC1=O)C2(C)C (stereo not given)	31	13	13	-1	1.3	24	-4	4	-1
Cc1nc(SCc2nc3cc(Cl)c(F)cc3[nH]2)c2oc3ccccc3c2n1	92*	35	33	3	-0.5	56*	7	9	-2
Cc1nn(Cc2ccccc2)c(=O)n1N(C)c1ncc(C(F)(F)F)cc1Cl	-1	28	34	1	0.1	18	-1	5	-5
Cc1cc(=O)oc2cc(NC(=O)c3cc(F)ccc3F)ccc12	1	17	12	-12	4.0	10	5	5	12
COc1ccc(NS(=O)(=O)c2c(F)cc(F)c(Cl)c2F)cc1S(=O)(=O)N1CCCCC1	-33	2	15	5	1.5	16	-1	6	3
COc1ccccc1Cn1nc(C(=O)O)c2ccccc2c1=O	-31	-2	20	-8	1.4	14	6	-2	-1
O=C(CCC1CCCC1)N1CCN(C2CCCC2)CC1	-11	-6	1	15	0.7	17	-4	4	-1
Cc1noc2ncnc(Oc3ccc4ccccc4c3)c12	-10	-3	17	2	0.5	34	1	-8	-1
Cc1cccc(Nc2cc(=O)n(C)c(=O)[nH]2)c1	27	2	4	-23	4.6	7	-4	-6	-1
O=C(CN1C(=O)COc2ccccc21)NCc1ccc(C(=O)O)cc1	7	-4	1	7	-1.5	15	-4	1	-3
Cc1ccc2nc(-c3ccccn3)[nH]c2c1	-32	24	25	-2	-4.5	22	-6	9	-5
C#CCOc1ccc(Cl)cc1/C=C1/C(=O)ON=C1C	17	6	17	1	2.1	36	-1	-7	0
O=S(=O)(c1ccccc1)c1ccc(C(F)(F)F)cn1	3	12	13	0	1.6	0	0	-12	-2
Cc1ccnc(NC(=O)c2cc3ccccc3o2)c1	22	19	-7	-9	-7.0	21	-9	6	-1
O=C1CCCCN1CCC(=O)N1CCCC(N2CCN(c3cccc(Cl)c3)CC2)C1 (stereo not given)	-22	11	-8	12	2.5	0	0	-7	3
COc1cc(/C=N/NC(=O)c2ccccc2NS(=O)(=O)c2cccs2)ccc1O	3	10	15	-4	2.5	31	-1	1	1
CCC(CC)NC(=O)c1cc(OC)c(OC)cc1[N+](=O)[O-]	-14	2	-12	19	-2.1	1	-1	0	1
CN(C(=O)COC(=O)c1ccc(Cl)nc1)c1c(N)n(Cc2ccccc2)c(=O)[nH]c1=O	1	12	4	1	1.2	11	-1	-1	-1
CCOC(=O)c1sc(C)c2c(=O)n(CC)nnc12	-14	-7	9	-10	-1.3	4	2	0	-3
Cc1ccc(CNC(=O)CSc2ncccn2)cc1	-18	5	6	1	1.9	18	2	9	-4
Cc1ncc(CO)c(CO)c1O	5	7	-7	5	0.8	-1	-5	5	-4
COc1cc(NC(=O)Nc2ccccc2OC)c(OC)cc1NC(=O)CN1CCCCC1	35	5	4	-18	-1.1	4	-1	4	-3
Fc1ccccc1N1CCN(C2CCCN(Cc3ccccc3C(F)(F)F)C2)CC1 (stereo not given)	-4	12	6	-1	-0.3	18	-7	4	0

The closing 4 entries of the part before open the next one:
SMILES	Mdm2-MdmX inh	TIM10 inh	tim10-1 inh	APJ antagonist	UPR CHOP act	tim23-1 inh	XBP1 UPR activ	CXCR6 inh	APJ agonist
Cc1ccc(CNC(=O)CSc2ncccn2)cc1	-18	5	6	1	1.9	18	2	9	-4
Cc1ncc(CO)c(CO)c1O	5	7	-7	5	0.8	-1	-5	5	-4
COc1cc(NC(=O)Nc2ccccc2OC)c(OC)cc1NC(=O)CN1CCCCC1	35	5	4	-18	-1.1	4	-1	4	-3
Fc1ccccc1N1CCN(C2CCCN(Cc3ccccc3C(F)(F)F)C2)CC1 (stereo not given)	-4	12	6	-1	-0.3	18	-7	4	0
Cc1ccc(Cn2ccc(NC(=O)c3nn(C)cc3Cl)n2)cc1	-23	11	33	5	1.4	23	-2	9	-1
O=C1CCC/C=C\C[C@H](CC(=O)N(CCO)Cc2ccccc2)C(=O)N2CCC[C@@H]2CO1	-6	-8	-13	10	-0.8	-18	-2	6	-1
O=C(Nc1ccncc1)c1ccc(N2CCCC2=O)cc1	16	8	-1	-9	0.7	-6	-5	1	1
COc1cc(C(C(=O)NC2CCCCC2)N(Cc2ccco2)C(=O)c2cnccn2)cc(OC)c1OC (stereo not given)	-22	13	19	-1	-1.2	20	1	-5	-1
COc1ccc(-c2cc(C(=O)Nc3cc(OC)c(OC)c(OC)c3)no2)cc1	19	0	17	-15	-3.0	17	-1	1	-1
CC1CN(S(=O)(=O)c2ccc(C(=O)NCCCn3ccnc3)cc2)CC(C)O1 (stereo not given)	-19	-4	18	-7	0.1	2	-2	-2	-1
COc1ccc(C2N(c3ccc(C)cc3)CCN2c2ccc(C)cc2)cc1O	-10	21	34	-3	-0.9	29	-1	2	-3
COc1cc(/C(=C/c2ccccc2)c2ccccc2)c2c(c1)oc1ccccc12	4	9	-8	-2	2.0	3	-3	9	3
O=C(O)/C=C/C(=O)N1CCc2ccccc21	-1	0	3	3	-1.3	7	1	-9	-3
COC(=O)C1(S(=O)(=O)c2cccc3nsnc23)CC1	0	13	8	14	-3.1	13	0	3	-1
CCCCCN(C(=O)CCC(=O)OC(C)C(=O)c1ccc(Cl)cc1)c1c(N)n(CCCC)c(=O)[nH]c1=O (stereo not given)	-16	-5	-4	19	-0.2	2	-2	-6	5
Cc1[nH]c2ccccc2c1SCC(=O)N1CCCCC1	39	15	2	5	-1.6	13	-2	6	-3
Cn1ccnc1SCC(=O)N1CCc2ccccc21	21	0	-15	-5	4.5	-11	-1	-3	-4
N#CCc1ccc(NC(=O)c2ccc(S(=O)(=O)N3CCCC3)cc2)cc1	25	-2	-10	-21	-2.3	0	-5	-4	0
O=C1NCCN1c1ncc([N+](=O)[O-])s1	19	5	13	-12	-3.0	-6	-8	-3	4
Cc1cccc(C)c1NC(=S)NCCCN1CCCC1=O	-22	6	6	16	0.4	-1	1	4	-2
Cc1ccc(Cn2nnc3c(=O)[nH]c(C(=O)NCc4ccco4)nc32)cc1	15	5	5	29	-0.3	2	1	-5	-4
O=C(Nc1ccc2c(c1)OCCO2)C1CCCN(c2ncccn2)C1 (stereo not given)	-64	-4	3	7	-0.6	11	-2	-8	-2
CCCc1cc(=O)n2nc(N3CCC(C(=O)N4CCN(c5cccc(OC)c5)CC4)CC3)sc2n1	1	9	0	-4	-0.2	11	-8	-6	11
COc1ccc(/C=C(/NC(=O)c2ccc(C)cc2)c2nc3ccccc3[nH]2)cc1OC	2	-3	-17	-12	0.1	2	-3	-5	2
COC(=O)CCSCC(=O)Nc1nnc(C)s1	17	7	6	1	-0.5	7	1	-3	-1
CC(C)(C)c1cc(C(=O)NCc2ccco2)ccn1	24	1	14	16	-0.5	22	-1	-3	-5
CCOc1ccc2nc(SCC(=O)N(CCOC)c3c(N)n(Cc4ccccc4)c(=O)[nH]c3=O)[nH]c2c1	15	0	6	-55	0.2	5	-4	-4	0
COC(=O)c1cc(Br)c(=O)n(CCN2CCCC2)c1	-20	15	-1	3	-0.4	18	2	1	6
C/C(CC(=O)Nc1cc(C)ccn1)=N\NC(=O)c1cccc(C)c1	3	-15	4	-19	-0.8	-1	3	2	-4
CCN1CCN(c2ncnc3scc(-c4ccc(C)cc4)c23)CC1	20	4	10	11	1.2	2	-5	12	-2
Cc1cc(N2C(=O)C(O)=C(C(=O)c3cc4ccccc4o3)C2c2ccc(Cl)cc2)no1 (stereo not given)	30	-4	3	1	2.0	11	-1	12	2
CCCCN(C(=O)CN1CC(C)OC(C)C1)c1c(N)n(CC(C)C)c(=O)[nH]c1=O (stereo not given)	-5	5	4	-3	0.2	7	-4	8	-1
O=C(Nc1ccc(F)cc1F)NC1CCCc2ccccc21 (stereo not given)	18	1	-8	9	0.7	1	-2	-8	-2
COC(=O)c1cc(OC)c(OC)cc1NC(=S)N1CCC(C(N)=O)CC1	-6	5	-2	-5	1.6	14	-3	1	-2
CCC(C(=O)NCCCc1ccccc1)c1ccccc1 (stereo not given)	19	8	20	-13	-0.4	28	-3	8	-1
Cc1ccc(-n2nnnc2SC(C(=O)c2c[nH]c3ccccc23)c2ccccc2)cc1 (stereo not given)	60*	28	26	-11	2.0	13	-2	-3	-2
N#Cc1c(-c2cccs2)cc(-c2cccnc2)nc1N	38	26	43*	-3	-2.9	37	5	-8	0
CC(=O)C1=C(O)C(=O)N(c2cccnc2)C1c1ccc([N+](=O)[O-])cc1 (stereo not given)	-23	-4	0	6	-1.3	5	-2	/	-2
c1ccc(N2CCN(Cc3cn4cccnc4n3)CC2)cc1	-23	-9	19	11	0.7	11	-1	-5	-1
O=C(CN1C(=O)c2ccc([N+](=O)[O-])cc2C1=O)NC1CCCCCC1	14	15	7	-22	2.0	18	-2	-9	15
Cc1ccc(C(=O)CCC(=O)OCC(=O)Nc2c(C)nn(-c3ccccc3)c2C)cc1	-14	9	14	2	-0.5	17	0	4	7
CCCC(=O)Nc1cccc(-c2nc3cc(C)c(C)cc3o2)c1	-82	3	3	1	5.6	22	1	-2	0
CCc1nc2ccccc2c2nc3ccccc3n12	-4	44*	59*	0	-2.6	51*	2	-10	1
CC(=O)Nc1cccc(-c2nn[nH]n2)c1	-4	2	8	-9	-1.6	26	-1	3	-5
COc1ccc(N2CCN(c3ccc(S(=O)(=O)N(C(C)C)C(C)C)cn3)CC2)cc1	-5	5	-12	12	9.5	7	-5	-14	3
COc1ccc(-c2nc(SC)n(C)c(=O)c2C#N)cc1OC	25	13	21	8	-1.7	30	0	11	-3

Source: PubChem BioAssay (Sanford-Burnham Center for Chemical Genomics)
